# Wnt act = Wnt/beta-catenin pathway activation | Wnt/beta-catenin reporter cell assay, activator, plate reader | activation, % at 9.35 µM | hit rate 1.2% among 300,000; in the data active = activation above about 30%, passing the limit was not always enough; inconclusive = no clear call, values can overlap the other calls;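 also: 0% = neutral control wells and 100% = positive control wells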
# SR-BI HDL uptake = blocks mouse SR-BI lipid uptake from DiI-HDL; hit rate 0.96% among 320,000; AID 488896; Q61009; ldlA[mSR-BI] CHO cells, DiI-HDL uptake fluorescence, 3 h; inhibition, % at 12.5 µM;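 active = mean replicate inhibition of at least 70% and a set share of replicates each scoring 70 or more; inconclusive = meets just one of the two criteria; inactive = fails both criteria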;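 also: 0% = median of neutral control wells and 100% = median of positive control wells; values of inactives mirror those of a sister screen read the other way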
# Target sequence (Q61009 whole entry, looked up): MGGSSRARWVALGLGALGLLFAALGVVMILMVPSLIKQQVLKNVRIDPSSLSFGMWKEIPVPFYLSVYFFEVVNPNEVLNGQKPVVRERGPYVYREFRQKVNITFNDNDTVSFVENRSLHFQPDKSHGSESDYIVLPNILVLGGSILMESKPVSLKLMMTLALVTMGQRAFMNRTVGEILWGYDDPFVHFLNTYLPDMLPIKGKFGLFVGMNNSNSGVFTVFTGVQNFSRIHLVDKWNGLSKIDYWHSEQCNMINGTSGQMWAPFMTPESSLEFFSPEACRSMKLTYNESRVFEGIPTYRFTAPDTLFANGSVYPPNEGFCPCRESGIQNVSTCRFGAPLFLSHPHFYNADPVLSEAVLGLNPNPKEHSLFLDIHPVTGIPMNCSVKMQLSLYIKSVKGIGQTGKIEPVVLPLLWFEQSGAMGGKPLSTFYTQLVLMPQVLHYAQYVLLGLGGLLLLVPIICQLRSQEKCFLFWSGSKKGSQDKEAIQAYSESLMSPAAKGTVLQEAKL
# MITF act = activators of MITF-driven TRPM1 promoter activity in SK-MEL-5 cells; SK-MEL-5 TRPM1-promoter luciferase, 24 h; % of positive control, neutral wells = 0; activation, % at 12.5 µM; hit rate 0.75% among 300,000; AID 588334;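 active = mean activation of at least 80% with every replicate also reaching 80%; inconclusive = mean reaches 80% but some replicate falls short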;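 also: 0% = neutral control wells and 100% = parthenolide positive control wells; values of inactives mirror those of a sister screen read the other way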
# SR-BI DiI-HDL act = enhances SR-BI lipid uptake from DiI-HDL. CHO ldlA[mSR-BI] cells, DiI-HDL uptake fluorescence, 3 h; 100 = double the neutral-control signal. activation, % at 12.5 µM. hit rate 0.096% among 320,000;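 active = mean replicate activation of at least 60% and every replicate at or above 60%; inconclusive = mean or all-replicate condition met, but not both; inactive = mean below 60% and not all replicates reaching 60%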;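 also: 0% = median plate neutral-control signal and 100% = twice that signal; values of inactives mirror those of a sister screen read the other way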
#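 Assay system: CHO ldlA[mSR-BI] cells, LDL receptor-null, SR-BI overexpressing; medium: Ham's F12 with 0.5% BSA, HEPES 25 mM, pH 7.4; also added: DiI-HDL 10 µg/mL; timing: 3 h uptake period with compound, 37 °C; signal: DiI fluorescence, bottom read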
# Tat export inh = E. coli Tat transport inhibition. E. coli MC4100 TorA-mCherry Tat export, fluorescence. inhibition, % at 10 µM. hit rate 0.036% among 340,000;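 active = mean replicate inhibition at least 50% and at least half of replicates individually reaching 50%; inconclusive = only one of the two criteria met; inactive = neither criterion met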;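 also: exported cargo escapes ClpAP degradation while cytoplasmic cargo is degraded and loses fluorescence; 0% = median of neutral control wells and 100% = median of NaSCN control wells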
# CAL PDZ FP-1 = blocks peptide binding to the human CAL PDZ domain. Q9HD26. purified CAL PDZ, TMR-peptide fluorescence polarization, 1 h. inhibition, % at 24.9 µM. hit rate 0.92% among 300,000. AID 602252;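 active = mean inhibition of at least 30% with at least half of replicates also reaching 30%; inconclusive = no clear call, values can overlap the other calls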;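 also: 0% = DMSO neutral control and 100% = excess unlabeled competitor peptide PRC23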
# phage Ecoli inh = E. coli growth loss with phage present; growth absorbance; inhibition, % at 11.9 µM; hit rate 0.26% among 360,000; AID 651602; in the data active = inhibition above about 11%
# E coli growth = reduces bacterial viability in AddAB counter-screen. E. coli V3065 growth, OD600 absorbance, 18 h. inhibition, % at 11.9 µM. hit rate 0.27% among 330,000. AID 449728;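 active = inhibition above the campaign's mean inhibition across all tested compounds plus 3 SD, cut at about 9.9% in these data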;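 also: uninfected addAB+ strain grown without phage in ampicillin broth; 0% = DMSO wells and 100% = ciprofloxacin 0.95 µg/ml wells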
# CAL PDZ FP-2 = inhibitors of human CAL PDZ peptide binding. Q9HD26. purified CAL PDZ, TMR-peptide fluorescence polarization, 1 h. inhibition, % at 20 µM. hit rate 0.02% among 330,000. AID 504414;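 active = highest replicate inhibition of at least 40%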;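 also: plate controls were DMSO neutral control wells for no effect and unlabeled competitor peptide control wells for full effect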
#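 Material: tagged CAL PDZ domain; buffer or medium: 25 mM sodium phosphate pH 7.4, 150 mM NaCl, TCEP, IgG, Thesit; compound dosing: single point, 20 µM; schedule: 1 h incubation at room temperature before polarization reading; measured by: FP readout, S and P plane fluorescence; read-out basis: percent inhibition from loss of millipolarization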
# AddAB inh = less growth of phage-infected E. coli with AddAB; hit rate 0.29% among 330,000; E. coli expressing H. pylori AddAB, absorbance growth; inhibition, % at 11.9 µM; in the data active = inhibition above about 12%;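 also: 0% = vehicle wells of infected cells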
# * marks the source's active call; other numbers are inactive results; ? = inconclusive; nt = not tested or not shown. The order is random. About 3.6% of those tested had a hit in this group.
canonical_smiles	Wnt act	SR-BI HDL uptake	MITF act	SR-BI DiI-HDL act	Tat export inh	CAL PDZ FP-1	phage Ecoli inh	E coli growth	CAL PDZ FP-2	AddAB inh
CCCN1C(=O)N(c2cccc(C)c2)C(C)(O)CC1(C)C (centres undefined)	0	nt	nt	nt	nt	nt	2.4	0.3	nt	5.5
COc1ccc(/C(C)=N/Nc2nc3ccccc3n3cnnc23)cc1OC	-2	nt	nt	nt	nt	nt	0.6	-0.2	nt	-1.6
COc1ccc(C(=O)N/C(=C/c2cccnc2)C(=O)NCc2ccco2)cc1OC	1	7	-13	-7	4	6	2.4	1.7	0.2	2.0
COc1ccc(NC(=S)NNC(=O)c2cccnc2)cc1OC	-3	-17	0	17	3	1	0.7	0.5	-0.7	1.2
Cc1ccc(S(=O)(=O)N2CCN(C(=O)COC(=O)/C=C/c3ccc(Cl)cc3)CC2)c(C)c1	-4	6	-1	-6	-7	-5	3.3	nt	-0.5	nt
CC(C)NC(C(=O)Nc1cc(Cl)cc(Cl)c1)c1ccccc1 (centres undefined)	nt	1	-9	-1	-1	-3	3.5	-2.0	nt	1.0
CSc1cccc(NC(=S)NC(=O)CCc2ccccc2)c1	-4	7	12	nt	2	-15	0.3	2.2	-1.7	-0.1
O=C(COC(=O)c1cccc(C(F)(F)F)c1)NC(=O)NC1CCCC1	-1	-10	0	10	7	19	2.8	-1.0	-0.3	0.3
COCCNC(=O)C(=O)NNC(=O)CCc1ccccc1	-1	-6	-2	6	-2	nt	3.1	1.9	-0.2	1.0
COc1cccc(CN(CC(=O)NC2CCCC2)C(=O)Cn2nnc(-c3cccs3)n2)c1	1	23	-5	-23	-4	-6	3.7	-2.1	-0.9	0.7
CCN(CC)c1ccc(/C=N/N2CCN(Cc3ccccc3Cl)CC2)c(O)c1	1	67	-7	-67	5	13	1.9	0.0	0.5	0.8
CCCCCOC(=O)Cn1c(N2CCCCCC2)nc2c1c(=O)[nH]c(=O)n2C	nt	-20	7	20	0	-1	0.9	1.2	nt	-0.3
CN1CCN(C2=C(Cl)C(=O)N(Cc3ccccc3)C2=O)CC1	-8	0	nt	0	-8	-5	1.9	-0.5	-1.0	1.8
O=C(Nc1cccc(C(=O)O)c1)/C(=C\c1ccc2c(c1)OCO2)NC(=O)c1ccc(Br)cc1	-11	-7	-6	7	-7	-5	4.5	-0.7	-1.8	2.8
Cc1ccc(-n2ncc3c(N4CCN(c5ccc(F)cc5)CC4)ncnc32)c(C)c1	nt	63	-15	-63	2	-2	-0.1	2.4	-3.0	-0.3
COc1ccc(-c2csc(NC(=O)CCN3C(=O)C4CC=CCC4C3=O)n2)cc1OC (centres undefined)	0	31	4	-31	-7	3	1.4	1.3	-0.6	-0.5
Cc1[nH]ccc(=O)c1OCc1c(F)cccc1Cl	-6	-9	1	9	-7	4	3.3	-2.7	-2.6	-1.4
C=CCn1c(COc2ccc(F)cc2)nnc1SC(C)C(=O)NCC1CCCO1 (centres undefined)	-2	58	9	-58	1	7	0.9	0.9	0.3	3.0
CCOc1ccc(NC(=O)CN2C(=O)CCSc3ccc(S(=O)(=O)N4CCCC4)cc32)cc1	-1	10	9	-10	-3	-5	-0.1	-2.0	-2.8	3.2
O=C(c1ccc([N+](=O)[O-])o1)N1CCN(c2nc3c(Cl)cccc3s2)CC1	-2	-2	-55	2	1	-2	2.6	3.6	-2.1	3.2
COc1ccc(Cn2c(=S)[nH]c3cc(C(=O)N4CCN(c5ccccc5)CC4)ccc3c2=O)cc1	2	nt	-29	nt	-6	-4	1.1	3.3	-2.3	1.4
CN1/C(=C\C(=O)C[n+]2cccc(C(N)=O)c2)C(C)(C)c2ccccc21	0	-3	2	3	12	-2	4.7	-1.5	0.4	-0.4
CCc1cccc(NC(=O)Cn2c(=O)c3cccn3c3ccccc32)c1	1	-7	-21	7	0	-2	2.7	-2.5	-1.1	3.9
Cc1ccc(Cl)c2sc(NC(=O)C3CC3)nc12	-2	31	-8	-31	-3	nt	2.4	-1.8	-0.9	2.2
COCCCNC1=C(Cl)C(=O)c2ccccc2C1=O	0	20	nt	-20	-9	0	6.1	-2.5	-0.2	-3.1
O=C(CN(C1CCCCC1)S(=O)(=O)c1ccc(F)cc1)NCC1CCCO1 (centres undefined)	-13	63	-85	-63	-2	nt	1.6	nt	0.2	nt
CCCCn1nnnc1SCC(=O)Nc1ccc(F)cc1	nt	-9	nt	9	1	2	4.5	-1.5	-1.4	0.2
COC(=O)c1sccc1-c1ccc(/C=N/OC(=O)c2ccccc2)o1	-1	1	15	-1	1	nt	0.8	2.8	-0.4	5.3
O=C(Cc1ccc(Cl)cc1)NC(=S)Nc1ccccc1N1CCOCC1	nt	5	-19	-5	0	1	2.3	1.2	-1.0	1.7
CC(=O)c1nn(-c2cccc(Br)c2)cc1C(=O)c1ccc2ccccc2c1	nt	5	nt	-5	5	-1	1.6	1.9	-0.1	5.8
Cc1ccc(S(=O)(=O)NC2OC(=O)C(Cl)=C2Cl)cc1 (centres undefined)	nt	4	nt	-4	-3	-1	-0.9	-1.2	0.6	-0.3
CCOc1ccc(N2CC(NC(=O)c3ccc4ccccc4c3)CC2=O)cc1 (centres undefined)	3	7	-2	-7	-3	-7	1.5	-0.8	-2.0	1.6
CCOc1cc(C=NN2CCCCCC2)ccc1O	2	-5	26	5	9	-6	0.5	nt	0.3	nt
Cc1cc(F)ccc1NC(=O)CCc1ccc(S(=O)(=O)N2CCOCC2)cc1	1	5	-2	-5	-1	-8	0.0	-2.5	-0.7	-0.1
Cn1/c(=N/N=C/c2ccc(N3CCOCC3)cc2)sc2ccccc21	5	18	30	-18	14	-3	0.0	-1.3	-0.9	-0.1
CCCCn1c(SCC(=O)Nc2ccccc2C(F)(F)F)nc2ccsc2c1=O	nt	15	nt	-15	-4	-2	2.7	-1.1	-0.2	-0.8
CCCn1nc(C(=O)OCC(=O)Nc2cccc(S(N)(=O)=O)c2)c2ccccc2c1=O	0	-8	-4	8	7	-5	-2.5	-0.5	-0.7	1.7
CCCCn1c(SCC(=O)N(CC)C2CCS(=O)(=O)C2)nnc1C(CC)N(C)C (centres undefined)	2	-1	nt	1	-4	-3	2.4	-2.4	-1.6	2.0
CCOC(=O)C1=C(C)NC(C)=C(C(=O)OCC)C1C(=O)OCC(=O)N(CC)C1CCS(=O)(=O)C1 (centres undefined)	-2	6	-1	-6	-1	-1	2.6	1.7	-0.8	0.2
COc1cc(C2SC(C)C(=O)N2CCc2ccccc2)cc(OC)c1OC (centres undefined)	-5	11	-12	-11	0	4	5.4	-0.2	-0.7	-0.1
O=C(CSc1ncnc2c1nnn2Cc1ccccc1F)NCC1CCCO1 (centres undefined)	0	-8	-8	8	?	-7	0.9	0.0	-1.1	3.0
O=C(CSc1nnc(CN2CCCC2)n1-c1ccccc1)c1ccc2c(c1)OCO2	2	14	5	-14	7	nt	2.7	-4.2	-0.4	-0.9
COCn1ccnc1C(O)(c1ccc(OC)cc1)c1ccc(OC)cc1	nt	-13	-2	13	-4	-1	1.5	0.2	0.1	0.4
CCOC(=O)C(C)Sc1nc(-c2ccccc2)nc2ccccc12 (centres undefined)	-1	66	1	-66	7	-3	3.9	0.6	-2.0	0.8
O=C(NCc1nnc(SCC(=O)N2CCCc3ccccc32)o1)c1ccccc1F	-2	-3	-3	3	5	-1	2.3	-3.1	-2.0	1.2
COc1cc(C2c3c(oc4ccccc4c3=O)C(=O)N2Cc2ccncc2)ccc1O (centres undefined)	3	9	nt	-9	8	0	3.4	-0.1	-0.4	1.2
COc1ccc(C(Nc2ccc(S(=O)(=O)N3CCOCC3)cc2)C(=O)NCCC(C)C)cc1OC (centres undefined)	-1	nt	1	nt	0	-5	3.0	0.3	-2.5	2.1
CCCC(C)CO (centres undefined)	-5	-7	1	7	-1	-3	4.0	0.2	-0.5	2.0
O=C1CCC(C(=O)N2CCC(CCO)CC2)CN1Cc1ccc(Cl)cc1 (centres undefined)	4	-22	6	22	1	-2	1.7	-0.3	-0.2	1.8
Cc1cc(C)c(CN2CCN(CCCn3ccc(NC(=O)OCc4ccccc4)nc3=O)CC2)c(C)c1	-2	23	-12	-23	6	-5	1.3	nt	-1.4	nt
N#C/C=C\Oc1ccc(Cl)cc1N	-13	-16	-30	16	-8	nt	0.9	0.1	-2.5	-1.9
COc1ccc(/C=C/C(=O)ONC2=NCCCCC2)cc1OC	-2	4	12	-4	1	-5	1.2	-0.9	-5.6	-1.7
CCCCOC(=O)C1=C(C)NC2(O)c3ccccc3C(=O)C12O (centres undefined)	nt	-4	-5	4	-15	-2	1.6	0.8	nt	1.5
CC(C)c1ccc(-c2c(C#N)c(N)nc(SCC(=O)N3CCCCCC3)c2C#N)cc1	-7	nt	nt	nt	nt	nt	0.5	-1.4	nt	1.6
CCCNC(=O)CN(C)C(=O)c1n[nH]c2ccccc12	-1	-4	nt	4	-11	7	2.8	0.0	0.0	0.5
C=CCC1CCCCC12NC(=O)N(c1ccccc1)N2 (centres undefined)	1	3	nt	-3	-7	0	3.6	0.4	-0.8	0.4
CN(C1CCS(=O)(=O)C1)S(=O)C12CC3CC(CC(C3)C1)C2 (centres undefined)	nt	-17	2	17	-5	0	0.1	0.7	0.2	2.5
CC[n+]1c(/C=C/c2c[nH]c3ccccc23)ccc2cc(C)ccc21	-28	53	-73	-53	-2	-14	-0.8	nt	8.9	nt
CCc1c(C)nc2c(C#N)c(C)[nH]n2c1=O	nt	-27	-9	27	4	4	2.9	0.2	-3.4	2.4
Cc1ccc(/C=C/C(=O)NC(=S)Nc2ccccc2C(=O)NC2CCCCC2)cc1	nt	21	2	-21	8	0	-0.6	0.3	-0.2	0.8

# Next structures follow:
canonical_smiles	Wnt act	SR-BI HDL uptake	MITF act	SR-BI DiI-HDL act	Tat export inh	CAL PDZ FP-1	phage Ecoli inh	E coli growth	CAL PDZ FP-2	AddAB inh
COc1ccccc1CNC(=O)COn1nnc2ccc(S(=O)(=O)N3CCOCC3)cc21	-2	1	-10	-1	-3	-1	0.1	0.5	-2.3	-1.8
COC(=O)c1[nH]c2ccccc2c1NC(=O)CN1CCCCCC1	nt	-3	nt	3	2	3	0.5	-0.7	-3.3	2.7
O=C(Cc1c(F)cccc1Cl)N(Cc1ccccc1)c1ccccn1	-1	-6	-2	6	-3	-2	2.6	4.0	-3.2	-0.3
COc1ccc2c(c1)CCc1c(C(=O)N3CCOCC3)noc1-2	20	-12	67	12	-4	-1	3.0	2.0	-0.4	0.3
Cc1cc(C(=O)N/N=C/c2c(C)nn(-c3ccccc3)c2C)c(C)o1	13	30	nt	-30	-1	nt	-0.4	1.4	-1.0	2.4

# Compound activity (PubChem)
